phage Ecoli inh – E. coli growth loss with phage present; actives 0.26% (n = 360,000); AID 651602; growth absorbance; inhibition, % at 11.9 µM; in the data active = inhibition above about 11%
Active calls of the source: *. These rows are one share of the data; rates above refer to the full screens.

SMILES	phage Ecoli inh
S=C(NCCCc1cnc[nH]1)NCCCN(Cc1ccc(Cl)cc1)c1ccc(Br)cn1	4.4
CCNC(=O)N1CCN(c2ccc(N3CCN(Cc4ccccc4)[C@@H](C)C3)c(C)c2)[C@@H](C)C1	1.7
CCCC(=O)OC[C@H]1CN(C2CCCC2)S(=O)(=O)c2c(Oc3ccccc3)cccc2O1	0.9
CN(C)c1ccc(-c2ccnc3c2CC(C)(C(=O)NCc2ccco2)O3)cc1 (stereo unspecified)	-1.4
Cc1nc2cc(NC(=O)C3(C)CCCN(C(C)C)C3)ccc2o1 (stereo unspecified)	1.8
FC(F)(F)c1cccc(-c2cc3nc(NCCOc4ccccc4)ccn3n2)c1	3.3
CN(C)c1cccc(NC(=O)C2Cc3c(-c4ccc(Cl)cc4)ccnc3O2)c1 (stereo unspecified)	4.8
N#Cc1ccc(C(=O)N2CCCCC2c2cc(C(=O)Nc3cccc(C#N)c3)no2)cc1 (stereo unspecified)	0.9
CC(C)(C)c1ccc(CC(=O)N2CCC2(C)C(=O)NS(=O)(=O)c2ccc(Cl)cc2)cc1 (stereo unspecified)	1.3
CC(C)(C)c1ccc(S(=O)(=O)Nc2ccc(C(O)(C(F)(F)F)C(F)(F)F)cc2)cc1	1.9
O=[N+]([O-])c1cnccc1-n1nnc2ccccc21	1.2
O=C(C(=O)N1CCN(c2ccccc2F)CC1)c1ccccc1	-2.1
COC(=O)C1=C(C)N(C)C(=NCc2ccccc2)NC1c1cccc(Cl)c1 (stereo unspecified)	4.0
COc1cc(C(=O)N2CCCCC2c2cc(C(=O)NC(C)C)no2)cc(OC)c1C (stereo unspecified)	-3.1
COc1ccccc1-c1cnc(C(O)c2cccc(F)c2)[nH]1 (stereo unspecified)	5.7
COCCNS(=O)(=O)c1cc(OC)c(Cl)cc1Cl	0.8
CN1CCCCC(NC(=O)c2cccc(C(F)(F)F)c2)C1=O (stereo unspecified)	2.2
O=C(Nc1c(-c2ccccc2)[nH][nH]c1=O)c1ccccc1	1.7
COC(=O)[C@]12C[C@H](CC(=O)NCCC(C)C)C(=O)N(CCC3=CCCCC3)C1=C[C@H](COCc1ccccc1)O[C@@H]2C	1.5
COC(=O)[C@@]12C[C@@H](CC(=O)NCc3ccccc3)C(=O)N(CCc3ccc(OC)c(OC)c3)C1=CCC(C)(C)C2	-2.2
O=S1(=O)CC(N2CCCC2)CN1CCc1ccccc1 (stereo unspecified)	3.0
CCCC#C/C(CCC)=C1\c2ccccc2C(=O)N1c1ccccc1	5.6
CC(O)(c1ccc(F)c(F)c1)c1nc(-c2cc(F)cc(F)c2)cs1 (stereo unspecified)	3.6
OC(c1ccc(F)cc1)c1ncc(-c2cccc3ccccc23)[nH]1 (stereo unspecified)	1.9
COc1ccc(CN2C[C@@H](CO)O[C@@H](n3cnc4c(NCc5cc(OC)c(OC)c(OC)c5)ncnc43)C2)cc1	1.2

In the list so far, these contain a tert-butyl group.
SMILES	phage Ecoli inh
CC(C)(C)c1ccc(CC(=O)N2CCC2(C)C(=O)NS(=O)(=O)c2ccc(Cl)cc2)cc1 (stereo unspecified)	1.3
CC(C)(C)c1ccc(S(=O)(=O)Nc2ccc(C(O)(C(F)(F)F)C(F)(F)F)cc2)cc1	1.9

The list goes on.
SMILES	phage Ecoli inh
CCc1nc2c(OCc3ccccc3)cccn2c1N(C)C(=O)c1ccc(OC)cc1	1.9
CCCCn1nnnc1C(c1ccccc1)N1CCN(C(=O)c2ccco2)CC1 (stereo unspecified)	4.0
O=C(Nc1cccc(OC(F)(F)F)c1)c1ccc(-c2cccnc2)c2ccoc12	-0.3
O=C(C[C@H]1CC[C@@H]2[C@H](COC[C@H](O)CN2Cc2cccc(F)c2)O1)NCc1cccc(F)c1	1.6
O=C(Nc1ccc(F)c(Cl)c1)C1Cc2c(-c3cccc(F)c3)ccnc2O1 (stereo unspecified)	1.6
CCN(CC)c1ccc2cc(C(=O)c3cccs3)c(=O)oc2c1	-0.5
COC(=O)c1ccc(N)c2c(N)ccc(C(=O)OC)c12	0.5
COc1cccc(-c2cnc3c(NC=O)cc(-c4cc(OC)c(OC)c(OC)c4)cn23)c1	0.3
CCOC(=O)Cn1cc(Cn2c3ccccc3c(=O)n2C(C)C)nn1	1.8
O=C(OCc1ccccc1)N1CCCCC1c1c(Cl)cccc1Br (stereo unspecified)	-0.4
CC(C)c1ccc(NC(=O)Nc2nnc([C@H]3C[C@H](O)[C@@H](CO)O3)s2)cc1	0.9
COC(=O)[C@]12C[C@H](CC(=O)N3CCN(C(=O)c4ccco4)CC3)C(=O)N(Cc3ccccc3)C1=C[C@H](C(C)C)O[C@@H]2C1CC1	2.4
O=c1c(O)c(-c2ccccc2)oc2cc(O)ccc12	7.8
CC1(C(=O)O)CCCN1C(=O)c1cccc(OC(F)(F)F)c1 (stereo unspecified)	1.2
Cc1cccc(C)c1NC(=O)C1(C)CSCC(=O)N1CCCN1CCOCC1 (stereo unspecified)	1.3
O=C1c2c(-c3ccc(Br)cc3)noc2CCN1Cc1cn(C2CCCC2)nn1	2.1
COc1ccccc1CCn1cnc(Cc2cccc(F)c2)c1C(C)C	-1.6
COc1ccccc1NC(=O)OC[C@@H]1CSCCS(=O)(=O)N1	0.9
O=C(Nc1ccc(F)cc1)C(CCc1ccccc1)N1CCN(C(=O)c2ccco2)CC1 (stereo unspecified)	1.1
Cc1cccc(C)c1NC(=O)C(c1ccccc1OC(F)(F)F)N1CCN(c2ccc(F)cc2)CC1 (stereo unspecified)	4.7
C#CCNC(=O)C[C@H]1C[C@@]2(C(=O)OC)C(=C[C@H](C(C)(C)C)O[C@@H]2C)N(Cc2ccc3c(c2)OCO3)C1=O	3.0
CCCNC(=O)C1(C)CCN1C(=O)c1cc(C)n(C)n1 (stereo unspecified)	2.0
COC(=O)[C@]12C[C@H](CC(=O)N3CCCC3)C(=O)N(Cc3ccccc3)C1=C[C@H](C1CCCC1)O[C@@H]2C	3.5
COc1ccc(NC(=O)C2Cc3c(-c4cccc(C(C)=O)c4)ccnc3O2)cc1OC (stereo unspecified)	1.8
CNc1cc(-c2cc(OC)ccc2OC)ncn1	2.1

Sorted by value in phage Ecoli inh (highest first): seven of the compounds above.
SMILES	phage Ecoli inh
O=C1c2c(-c3ccc(Br)cc3)noc2CCN1Cc1cn(C2CCCC2)nn1	2.1
CCCNC(=O)C1(C)CCN1C(=O)c1cc(C)n(C)n1 (stereo unspecified)	2.0
CCc1nc2c(OCc3ccccc3)cccn2c1N(C)C(=O)c1ccc(OC)cc1	1.9
COc1ccc(NC(=O)C2Cc3c(-c4cccc(C(C)=O)c4)ccnc3O2)cc1OC (stereo unspecified)	1.8
O=C(C[C@H]1CC[C@@H]2[C@H](COC[C@H](O)CN2Cc2cccc(F)c2)O1)NCc1cccc(F)c1	1.6
COc1cccc(-c2cnc3c(NC=O)cc(-c4cc(OC)c(OC)c(OC)c4)cn23)c1	0.3
O=C(Nc1cccc(OC(F)(F)F)c1)c1ccc(-c2cccnc2)c2ccoc12	-0.3

Part of the list above, as labelled records.
O=C(OCc1ccccc1)N1CCCCC1c1c(Cl)cccc1Br (stereo unspecified)
  phage Ecoli inh: -0.4
CC(C)c1ccc(NC(=O)Nc2nnc([C@H]3C[C@H](O)[C@@H](CO)O3)s2)cc1
  phage Ecoli inh: 0.9
COC(=O)[C@]12C[C@H](CC(=O)N3CCN(C(=O)c4ccco4)CC3)C(=O)N(Cc3ccccc3)C1=C[C@H](C(C)C)O[C@@H]2C1CC1
  phage Ecoli inh: 2.4

Later entries
SMILES	phage Ecoli inh
OC[C@@H]1CN(Cc2cccs2)C[C@H](n2cnc3c(NC4CCC4)ncnc32)O1	2.3
CCCS(=O)(=O)NC(=O)C1(C)CCN(C(=O)c2nc(C)oc2C)C1 (stereo unspecified)	1.2
CC(C)Oc1cc(F)ccc1-c1cc(C(=O)NCc2ccccc2)[nH]n1	1.3
COCCNc1ncnc2c1ncn2[C@H]1CN(CCOC)C[C@@H](CO)O1	-0.1
N#CCOc1ccccc1CNC[C@H]1O[C@@H](n2cnc3c(=O)[nH]c(N)nc32)[C@H](O)[C@@H]1O	-1.2
COc1ccccc1C(O)c1ncc(-c2ccccc2C)[nH]1 (stereo unspecified)	3.6
COc1cccc(C(C)(O)c2nc(-c3ccc4ccccc4c3)cs2)c1 (stereo unspecified)	2.9
CC(C)=CCN1C(=O)[C@]2(OCCC=C[C@H]2C)c2c(Br)cccc21	3.6
CCCS(=O)(=O)NC(=O)C1(C)CCN(C(=O)c2ccc(C(F)(F)F)cc2)C1 (stereo unspecified)	1.5
FC(F)(F)c1ccccc1-c1ccc2nncn2c1	3.4
O=c1[nH]nnc2c1ncn2C1OC(CO)C(O)C1O (stereo unspecified)	16.5*
NC(=N\N=Cc1ccccc1)/C(N)=N/N=Cc1ccccc1	3.2
C#CCNC(=O)C[C@H]1C[C@@]2(C(=O)OC)C(=C[C@H](C3CCCC3)O[C@@H]2C)N(Cc2ccccc2)C1=O	4.6
CCOC(=O)C1=C(C(=O)OCC)C2N(Cc3ccc(C#N)cc3)c3ccccc3[C@@]23C[C@@H](C(=O)OC)N(S(=O)(=O)c2ccc(C#N)cc2)C3=N1 (stereo partly specified)	3.3
O=C(NC(c1ccc(-c2ccccc2)cc1)c1cnccn1)C1CCN(Cc2ccc(Oc3ccccc3)cc2)CC1 (stereo unspecified)	5.8
COc1cccc(-c2nc(-c3cccc(C)c3)nc3cc(Cl)ccc23)c1	2.3
CN1CCN(c2ncnc3c2ncn3[C@H]2CN(Cc3ccc4c(c3)OCO4)C[C@@H](CO)O2)CC1	3.3
COc1ccc(-c2ccc3c(n2)CCCN3S(=O)(=O)c2ccc(C(F)(F)F)cc2)cc1	1.5
COCCN1C(=O)c2ccccc2C1c1nnnn1Cc1ccccc1 (stereo unspecified)	-0.6
CC1(C(=O)NS(=O)(=O)c2cccc(F)c2)CCN1C(=O)C/C=C/c1ccccc1 (stereo unspecified)	0.8
CCc1nc2ccc(C(=O)NCc3ccc(OC)cc3)cn2c1N(CCC(C)C)CCN(C)C	3.0
CC1(C(=O)NCCc2c[nH]c3ccccc23)CCN1Cc1ccccc1OC(F)F (stereo unspecified)	1.5
Cc1ccccc1S(=O)(=O)N1C[C@H]2[C@H]3C(=O)N(C4CCCCC4)C(=O)[C@H]3CC(=O)[C@H]2[C@@H]1c1ccc(Cl)cc1	1.7
Cc1cc(C)n2c(Nc3c(C)cccc3C)c(CCc3ccccc3)nc2n1	4.3
CCCCNC(=O)C1(C)CCCCN1C(=O)c1cccs1 (stereo unspecified)	2.9
New compounds follow
SMILES	phage Ecoli inh
C=CCN(CC=C)Cc1cc(=O)oc2ccccc12	1.8
COC(=O)c1cc2c(c3c4cc(F)ccc4n(S(=O)(=O)c4ccccc4)c13)C(=O)N(Cc1ccc(C(F)(F)F)cc1)C2	2.4
O=C1CC(=O)N(C2CCCCC2)C(=O)N1c1ccccc1S(=O)(=O)Oc1ccccc1	0.5
O=NN(Cc1cccnc1)Cc1cccnc1	3.0
COc1ccc(CCC2=NCCN2C(CC(C)C)c2nc3ccccc3[nH]2)cc1 (stereo unspecified)	5.7
CC(=O)NC(c1cccc(F)c1)c1nc(-c2ccccc2)cs1 (stereo unspecified)	0.5
Fc1ccc(-c2nc3c(Cl)cc(C(F)(F)F)cn3c2Cc2cccc(Cl)c2)cc1	0.6
CCCS(=O)(=O)NC(=O)C1(C)CCCN(C(=O)c2cc(OC)c(OC)c(OC)c2)C1 (stereo unspecified)	1.9
CC1(C(=O)Nc2ccc(Cl)c(Cl)c2)CCN1C(=O)Cc1cccc2ccccc12 (stereo unspecified)	3.3
CC(=O)C1=CCC(c2ccc(Cl)cc2)N(S(=O)(=O)c2ccccc2C)C1 (stereo unspecified)	2.1
Cc1noc(C)c1C(=O)N1CCC1(C)C(=O)NS(=O)(=O)c1cccs1 (stereo unspecified)	0.9
Cc1ccccc1C(=O)N[C@@H](CC(C)C)C(=O)N1CCC[C@H]1C(=O)NCc1ccccc1	2.6
CCN1C[C@@H]2[C@@H]3C(=O)N(Cc4ccccc4)C(=O)[C@@H]3[C@](CC)(C1=O)N2C(=O)c1ccc(Cl)cc1	1.9
COc1ccc(Cc2c(C3CCCCC3)nc3ccc(Cl)cn23)c(C)c1	0.9
CC(=O)c1ccc(OC2(C)CCN(Cc3ccccc3OC(F)F)C2)cc1 (stereo unspecified)	0.8
CCOC(=O)C1(C)CCN1C(=O)c1cccc(C#N)c1 (stereo unspecified)	3.8
Nc1cc2ccccc2cc1NS(=O)(=O)N1CCCCC1	2.7
Cc1ccc2c(CN3CCN(c4ccc(Cl)c(Cl)c4)CC3)cc(=O)oc2c1	0.5
CC(C)(C)S(=O)N1Cc2cc(C(=O)NCc3ccc4c(c3)OCO4)nc(-c3cccc(-c4cc5ccccc5o4)c3)c2[C@@H]1CCO (stereo partly specified)	3.1
COc1ccc(NC(=O)Nc2nnc([C@H]3C[C@H](O)[C@@H](CO)O3)s2)cc1	2.7
Cc1ccc(C(=O)N2c3ccccc3Sc3ccccc32)cc1	0.7
Cc1cc(Nc2cccc(Br)c2)cc(=O)n1-c1cccc(Br)c1	0.6
CCCNC(=O)C1(C)CCN(Cc2noc(-c3ccccc3OC)n2)C1 (stereo unspecified)	0.8
O=C(Nc1ccccc1)c1cc(C2CCCCN2C(=O)c2cccs2)on1 (stereo unspecified)	2.0
CC(C)(C)S(=O)(=O)N1C[C@@H]2CC(=O)C(CCO)=C2[C@H]1CCO	4.5
(cont.)
SMILES	phage Ecoli inh
CC(=O)NC(C)(c1ccccc1)c1nc(-c2ccc(N(C)C)cc2)cs1 (stereo unspecified)	1.3
O=C(Nc1ccc2nc([C@@H]3O[C@H](CO)[C@@H](O)[C@H](O)[C@H]3O)[nH]c2c1)NC(c1ccccc1)c1ccccc1	-5.7
Cn1c2c(c(=O)n(C)c1=O)CN(Cc1ccccc1)CN2	3.8
CCCC(=O)N1CCCC1(C)C(=O)N(C)Cc1cccc2ccccc12 (stereo unspecified)	1.3
CCCCC1Cc2[nH]c(=S)[nH]c(=O)c2C(c2ccc(F)cc2)O1 (stereo unspecified)	0.6
O=C(N[C@H](C(=O)N1CCC[C@H]1C(=O)NC1CCCC1)c1ccccc1)c1ccccc1	2.0
O=C(NCCN1CCC(n2c(=O)[nH]c3ccccc32)CC1)c1cccs1	2.6
CCCNC(=O)C1(C)CCN(C(=O)c2cc(C)n(C(C)(C)C)n2)C1 (stereo unspecified)	2.7
COCCNc1nc2cc(-c3cccc(C(F)(F)F)c3)sc2c(=O)n1C	0.0

Bioassay records: PubChem, The Scripps Research Institute Molecular Screening Center
